Assay outcomes: PubChem, several laboratories
IDE inh = human IDE inhibitors in live cells, primary screen, fluorescence polarization, HEK cells, FAbetaB substrate | Insulin-degrading enzyme (Homo sapiens), P14735 | FAbetaB cleavage | inhibition, % at 5.59 µM | 320,000 compounds, 0.41% hits | AID 434962, 2010;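 active = percent inhibition above the average of all tested compounds plus 3 SD, set per screening campaign, cut at about 16% in these data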;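 also: IDE supplied by intact live HEK cells; FP after avidin binding of uncleaved biotin substrate so inhibition keeps polarization high; 0% = DMSO wells and 100% = 60 µM reference IDE inhibitor Ii1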
CRFBP-R2 block = antagonists of CRF-BP/CRF-R2 complex, primary screen, cell-based, HEK293, calcium dye fluorescence, uHTS; CRF-induced calcium fluorescence; inhibition, % at 11.8 µM; 350,000 compounds, 0.59% hits;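 active = inhibition of the ligand-induced calcium signal above about 50% at the single tested concentration, limit read from the data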
IMP-1 inhibitor = IMP-1 metallo-beta-lactamase inhibitors, primary screen, biochemical, epi-absorbance readout, Pseudomonas aeruginosa enzyme. purified IMP-1, nitrocefin hydrolysis, epi-absorbance fluorescence. 290,000 compounds, 0.45% hits. metallo-beta-lactamase IMP-1 (Pseudomonas aeruginosa). AID 1556, 2009. inhibition, % at 5.6 µM;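 active = inhibition above the mean plus 3 SD of all compounds in the same screening run, cut at about 4.5% in these data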;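 also: 0% = IMP-1 with DMSO and 100% = DMSO wells lacking enzyme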
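System: purified IMP-1; amount: IMP-1 0.2 nM before substrate addition; compound: single dose, 5.6 µM; times: 25 °C, 15 min preincubation, 25 min reaction; signal: Epi-absorbance via hydrolysed-nitrocefin quenching of white-plate fluorescence, 480/530 nm, EDTA stop; benchmarks: DMSO with and without IMP-1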
IDE act = human IDE activators in live cells, primary screen, fluorescence polarization, HEK cells, FAbeta-B substrate. Insulin-degrading enzyme (Homo sapiens), P14735. FAbeta-B cleavage; 0% vehicle, 100% cell-free pure enzyme wells. activation, % at 5.96 µM. 340,000 compounds, 0.073% hits;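 active = activation above the mean of all tested compounds plus 3 SD, set per screening campaign, cut at about 17% in these data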
GalR3 antag = GalR3 antagonists in HEK293 cells, primary screen, cell-based, fluorescence readout. HEK293 GalR3-CNG cAMP membrane potential fluorescence; galR3 body fused to GalR1 C-terminus. inhibition, % at 3 µM. 360,000 compounds, 0.44% hits. AID 651719, 2012;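 active = inhibition above the screen-wide average plus 3 SD, cut at about 13% in these data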;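 also: forskolin and galanin both at EC90 stimulate the cells; cAMP rise reported by CNG channel membrane potential dye signal; 0% = forskolin plus galanin with DMSO and 100% = forskolin alone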
pCIP destab = p/CIP-EGFP fusion destabilizers, primary screen, fluorescence, F442A cells; 16 h; decrease of EGFP signal, % at 10 µM; 290,000 compounds, 0.01% hits; AID 1984, 2009;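 active = EGFP signal decrease of at least 30% at 10 µM or well 3 SD below plate mean, unless failing retest; inactive = the rest, including hits failing retest or dose response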; also: some compounds called inactive have numbers as strong as hits; many of its hits are not listed in these tables
Target sequence (Q05BA5 1-1403): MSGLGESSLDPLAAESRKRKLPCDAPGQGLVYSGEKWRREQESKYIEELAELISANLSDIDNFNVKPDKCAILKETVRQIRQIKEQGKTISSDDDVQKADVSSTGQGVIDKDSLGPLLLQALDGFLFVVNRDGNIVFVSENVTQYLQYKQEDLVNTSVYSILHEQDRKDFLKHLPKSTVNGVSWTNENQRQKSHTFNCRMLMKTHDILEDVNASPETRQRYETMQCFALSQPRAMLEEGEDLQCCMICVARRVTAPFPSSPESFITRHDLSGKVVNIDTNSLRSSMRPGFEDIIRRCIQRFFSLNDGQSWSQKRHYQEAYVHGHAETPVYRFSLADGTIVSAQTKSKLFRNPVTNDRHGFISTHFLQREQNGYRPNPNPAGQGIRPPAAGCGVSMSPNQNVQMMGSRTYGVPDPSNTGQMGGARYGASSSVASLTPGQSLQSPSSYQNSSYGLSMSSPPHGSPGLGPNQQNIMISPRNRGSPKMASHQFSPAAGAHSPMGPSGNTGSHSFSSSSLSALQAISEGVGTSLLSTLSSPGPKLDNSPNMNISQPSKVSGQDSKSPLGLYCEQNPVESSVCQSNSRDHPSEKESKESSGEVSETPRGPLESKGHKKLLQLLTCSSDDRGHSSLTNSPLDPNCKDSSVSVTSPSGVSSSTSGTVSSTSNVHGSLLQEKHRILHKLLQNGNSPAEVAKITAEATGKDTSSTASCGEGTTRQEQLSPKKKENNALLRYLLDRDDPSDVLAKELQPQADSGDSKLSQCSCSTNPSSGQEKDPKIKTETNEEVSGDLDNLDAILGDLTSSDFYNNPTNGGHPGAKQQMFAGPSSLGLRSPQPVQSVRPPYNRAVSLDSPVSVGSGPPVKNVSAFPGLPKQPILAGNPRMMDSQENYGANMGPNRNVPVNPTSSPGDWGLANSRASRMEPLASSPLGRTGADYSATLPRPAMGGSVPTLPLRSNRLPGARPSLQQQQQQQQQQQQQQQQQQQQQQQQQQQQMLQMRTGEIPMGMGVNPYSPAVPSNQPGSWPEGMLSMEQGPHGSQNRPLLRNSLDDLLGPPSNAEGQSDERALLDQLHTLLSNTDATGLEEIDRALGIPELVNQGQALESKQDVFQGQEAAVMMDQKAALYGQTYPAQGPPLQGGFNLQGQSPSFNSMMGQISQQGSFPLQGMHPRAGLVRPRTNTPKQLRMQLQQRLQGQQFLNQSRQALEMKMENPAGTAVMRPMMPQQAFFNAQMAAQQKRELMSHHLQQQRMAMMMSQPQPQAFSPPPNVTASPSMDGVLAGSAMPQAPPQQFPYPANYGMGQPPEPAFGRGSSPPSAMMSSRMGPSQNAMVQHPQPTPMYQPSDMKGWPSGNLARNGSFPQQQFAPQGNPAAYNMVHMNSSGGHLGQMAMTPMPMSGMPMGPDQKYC
HCV NS3 hel inh = inhibitors of HCV NS3 helicase, primary screen, biochemical, Cy5 molecular beacon fluorescence; Hepatitis C virus NS3 helicase; NS3 helicase DNA unwinding; inhibition, % at 10.9 µM; 290,000 compounds, 0.56% hits; AID 1800, 2009;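 active = inhibition above the mean of all tested compounds plus 3 SD, set per campaign, cut at about 35% in these data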;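 also: 0% = DMSO wells and 100% = thioflavine S control wells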
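System: NS3 helicase fragment of HCV / Schedule: 1 h at 25 °C / Control set: DMSO alone as 0% and 110 µM thioflavine S as 100% / Reagent: Cy5/quencher beacon DNA duplex and ATP to start / Technique: Cy5 fluorescence / Replication: singlicate / Evaluation: % inhibition of end-to-start signal ratio versus controls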
UBC9 SUMO inh = inhibitors of in vitro SUMOylation cascade, primary screen, biochemical, HTRF, uHTS; HTRF SUMOylation assay, SAE1/SAE2 + UBC9; inhibition, % at 35 µM; 290,000 compounds, 0.36% hits; in the data active = inhibition above about 50%, passing the limit was not always enough; also: strong numbers were not always called active
VIM-2 inhibitor = VIM-2 metallo-beta-lactamase inhibitors, primary screen, biochemical, epi-absorbance readout, Pseudomonas aeruginosa enzyme; purified VIM-2, nitrocefin hydrolysis, epi-absorbance fluorescence; inhibition, % at 5.6 µM; 290,000 compounds, 0.89% hits;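 active = inhibition above the mean of all tested compounds plus 3 SD, cutoff set per screening run, cut at about 7.5% in these data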;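 also: red hydrolysis product quenches plate fluorescence so inhibitors raise well fluorescence; 0% = enzyme with DMSO and 100% = DMSO without enzyme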
* = called active by the depositor; . = not tested or not shown.

IDE inh	CRFBP-R2 block	IMP-1 inhibitor	IDE act	GalR3 antag	pCIP destab	HCV NS3 hel inh	UBC9 SUMO inh	VIM-2 inhibitor	structure
5	-12	-2.8	0	-2	8	1	16	-2.6	O=C(NCCN1CCOCC1)c1ccc(Cl)c(S(=O)(=O)N2CCCCCC2)c1
4	17	1.4	-4	3	-6	-20	0	0.1	COc1ccc(/C=C2\SC(N3CCc4ccccc4C3)=NC2=O)cc1OC
-3	-4	.	2	-9	.	.	.	.	Cc1noc(C)c1COc1ccc(C(=O)N(C)CCOc2ccccc2)cc1
2	.	-1.7	.	.	-10	7	-15	-2.6	COc1ccc(Nc2nc(CN3CCOCC3)nc3sc4c(c23)CCC(C)C4)cc1OC (stereo not given)
-1	7	-2.9	-6	5	1	-6	22	-0.7	CC(C)(C)n1nnnc1C(c1ccc2ncccc2c1)N1CCC(O)CC1 (stereo not given)
5	7	0.8	-2	-1	-4	-6	-9	-0.4	O=C(c1ccccc1)C(CCC(CN1CCOCC1)C(=O)c1ccccc1)CN1CCOCC1 (stereo not given)
-1	8	-1.6	7	-4	11	5	0	-1.1	O=c1c2cc(NC(=S)N3CCC(N4CCCCC4)CC3)ccc2nc2n1CCCCC2
-1	-7	-0.8	6	-4	-7	-23	-23	-3.6	Cc1cc(C)cc(-n2nnc(C(=O)NCc3ccccc3)c2N)c1
2	-8	-1.4	2	-2	-15	0	2	-1.9	CCC(=O)OCC(=O)N=c1sccn1Cc1ccc(C)cc1
1	0	-0.2	0	-2	-2	-26	6	-1.9	O=C(Nc1ccc(-c2ccco2)cc1)C1CCCN(Cc2ccc(CO)o2)C1 (stereo not given)
4	5	-0.9	-5	-5	0	-10	-3	-1.8	c1ccc(-c2nccc(-c3ccc4c(c3)OCO4)n2)cc1
0	1	-3.4	-1	-3	-31	8	20	-3.2	CCn1nc2cc(C(=O)NCc3cc(C(F)(F)F)cc(C(F)(F)F)c3)ccc2c1OC
-3	-2	-2.9	4	-3	2	-8	-7	-2.6	Cc1cc(-c2ccccc2C(=O)Nc2ccccc2O)on1
4	-10	-5.4	-2	-5	-5	8	15	-1.9	Cc1ccc(NC(=O)C2CCN(C(=O)NC3CCCCC3)CC2)c(C)c1
11	-29	-4.5	3	-6	0	24	14	-3.9	CC(=O)Nc1ccc(S(=O)(=O)Nc2cc(C)cn(Cc3ccc(C)cc3)c2=O)cc1
6	21	-2.9	1	-10	-9	-6	10	-2.0	O=C(c1c(F)cccc1F)N1CCCC(c2nc(-c3ccc(Cl)cc3)no2)C1 (stereo not given)
4	-8	-0.6	5	-11	0	-2	2	-5.7	OC(CCN1CCCCC1)c1ccc(-c2ccccc2)cc1 (stereo not given)
12	-8	-1.8	4	-3	-8	-7	10	-3.8	CCn1c(CNc2ccc(F)cc2)nnc1SCC(=O)N1CCCc2ccccc21
3	25	-3.4	5	4	-5	4	7	-0.9	CCOc1cc(N2CCOCC2)c(OCC)cc1NC(=O)c1cc(C)cc(C)c1
0	4	-2.0	6	-5	-5	-4	-1	-2.8	O=C(CCCn1ncn2c(cc3occc32)c1=O)NCc1ccccc1F
-4	5	-2.3	3	-7	-2	-87	-16	-3.9	COCc1ccc(CN2CCC(C(=O)Nc3cccc(-c4cccc(Cl)c4)c3)CC2)o1
2	8	-3.0	2	-5	-12	-7	20	-1.8	COc1ccc(CC(=O)NCc2ccc3c(c2)cc(C)n3C)cc1OC
-1	0	.	-1	-6	.	.	.	.	C[C@H](CO)N1C[C@H](C)[C@@H](CN(C)C(=O)Nc2ccccc2)Oc2c(NC(=O)C3CCCCC3)cccc2C1=O
-5	-7	-3.1	0	1	-2	3	-1	-2.8	Cn1c(=O)[nH]c(=O)c2c1nc(NC1CCCCC1)n2Cc1ccccc1
3	-2	-2.6	4	-2	-39	-4	13	-4.4	O=C(CSCc1cnn(-c2ccccc2)c1-n1cccc1)NCc1cccnc1

Next section:
IDE inh	CRFBP-R2 block	IMP-1 inhibitor	IDE act	GalR3 antag	pCIP destab	HCV NS3 hel inh	UBC9 SUMO inh	VIM-2 inhibitor	structure
-1	-12	-3.5	-4	-13	-9	5	17	-4.7	COc1cccc(C(=O)NNC(=S)NC2CCCCC2)c1
4	1	-1.9	3	-4	-1	-5	9	-3.1	COc1ccc(CCSc2nnc(C3CCCCC3)n2N)cc1
3	1	.	2	-6	.	.	.	.	Cc1cccc(Nc2nnc(SCC(=O)NCC3CCCO3)s2)c1 (stereo not given)
-1	3	-0.6	2	4	-10	6	1	2.6	Cc1c(Br)c([N+](=O)[O-])nn1C(C)C(=O)NCc1cccs1 (stereo not given)
-4	8	-2.8	-1	-10	-1	-4	13	-2.7	COc1cc(C)c(S(=O)(=O)n2c([N+](=O)[O-])cnc2C)cc1C
2	23	-2.2	-2	.	-3	1	5	-2.9	CCOCCn1c(CN2CCN(CCO)CC2)nc2c1c(=O)n(C)c(=O)n2C
1	-4	0.6	1	5	-2	20	8	-0.9	COc1cccc(CNC(=O)COc2cc(O)c3c(c2)OC(C)(C)CC3=O)c1
8	-8	-5.4	3	1	-7	5	16	-0.1	CCc1nnc(NC(=O)CSc2nnc(-c3cccnc3)n2CCc2ccccc2)s1
1	0	-1.5	8	-2	-6	-6	19	0.1	C[N+]1(CN2C(=O)C3C4C=CC(C4)C3C2=O)CCCCC1 (stereo not given)
10	-21	-4.2	4	-12	-6	14	-3	-3.2	O=C(Cc1cn(-c2ccccc2)nc1-c1ccccc1)N1CCCCC1
4	5	-3.0	0	-11	-12	20	9	-1.4	COc1ccc(CNC(=S)Nc2cccc(OC)c2)cc1
0	-13	-2.4	-4	0	5	7	5	1.6	CCOC12CC(C)(C)CC(C)(CC3=C1C(=O)CC(C)(C)C3)C2 (stereo not given)
4	2	-2.4	-5	1	0	0	18	-3.5	O=C(O)c1cccc(-c2nnn(Cc3ccccc3)n2)c1
.	-3	-3.0	3	-10	-15	73*	22	-0.6	O=C1C(=O)N(c2ccccn2)C(c2ccc(Br)cc2)/C1=C(/O)c1ccc(Br)cc1 (stereo not given)
-3	-10	-0.6	-2	-3	-10	-5	2	-6.8	Cc1ccc(S(=O)(=O)N2CCCCC2C(=O)N2CCN(Cc3ccccc3)CC2)cc1 (stereo not given)
3	-2	-0.1	4	3	1	-22	0	-0.5	COc1ccc(NC(=S)N(CCc2c(C)[nH]c3ccc(C)cc23)Cc2ccco2)cc1
8	6	-5.4	5	-6	6	25	9	-2.4	O=C(c1ccc(NC(=O)C(c2ccccc2)c2ccccc2)cc1)c1ccc(C(=O)O)c(C(=O)O)c1
6	-9	-4.5	-5	1	8	3	-2	-2.1	Cc1cc(C)cc(C(=O)NCCC(=O)N2CCC3(CC2)NCCc2[nH]cnc23)c1
6	-9	-0.6	0	-8	-5	-53	4	6.5	COc1ccc(Cn2c(=N)c(C(=O)NC3CCCCC3)cc3c(=O)n4ccccc4nc32)cc1
-6	4	-2.3	-1	-8	-20	-5	23	-0.5	Cc1ccc(N2C(=O)NC(NS(=O)(=O)c3ccccc3)(C(F)(F)F)C2=O)cc1 (stereo not given)
10	-3	-1.6	-2	-2	-3	-1	20	-0.6	O=C(CN(c1ccc(Cl)c(C(F)(F)F)c1)S(=O)(=O)c1ccccc1)N1CCOCC1
6	5	-2.5	-4	-2	-16	10	-4	-2.5	CSc1nc(N)c(NC(=O)c2ccc(Br)o2)c(=O)[nH]1
2	8	-2.5	-2	-4	-16	-7	-31	-0.6	Cc1ccc(Cl)cc1N1CCN(C(=O)Cc2cn(C)c3ccccc23)CC1
7	-7	.	5	-1	.	.	.	.	CCN(CC)S(=O)(=O)c1cccc(C(=O)Nc2ccc(S(=O)(=O)NC3=NCCCCC3)cc2)c1
2	13	-0.3	1	-7	-13	-6	1	-3.9	Cc1ccc(N(C)C(=O)N2CCN(S(=O)(=O)c3ccc4ccccc4c3)CC2)cc1

Later entries
IDE inh	CRFBP-R2 block	IMP-1 inhibitor	IDE act	GalR3 antag	pCIP destab	HCV NS3 hel inh	UBC9 SUMO inh	VIM-2 inhibitor	structure
0	3	-0.1	2	.	-17	-1	8	-2.8	O=C(Nc1ccc(S(=O)(=O)NCCc2ccccc2)cc1)c1ccco1
0	-17	-1.8	4	-2	-6	-1	2	-2.2	Cc1ccc(OC(=O)c2cc(C)nn2C(C)(C)C)cc1
5	-16	-5.8	5	-11	1	-28	1	-1.7	COc1ccc2ccccc2c1CNC(C)c1ccccc1 (stereo not given)
4	2	.	4	-3	.	.	.	.	CC(C)COc1ccc(C(=O)OCC(=O)N(C)CC(=O)Nc2ccc(F)cc2)cc1
-1	-6	0.2	8	-8	-2	-20	12	-0.4	Cc1ccc(/C=N/NC(=O)CNC(=O)c2ccc(C)c([N+](=O)[O-])c2)o1
18*	29	3.1	-9	-3	-1	7	9	-1.6	O=C1CSC(=S)N1CC1CCCO1 (stereo not given)
4	28	-6.4	-1	3	-3	-5	-6	-0.5	COc1ccc(N=c2scc(-c3ccc(OC)cc3)n2CCO)cc1
1	-11	-1.9	1	2	-5	-2	44	-0.1	CCCCN(C)CCn1c(=S)[nH]c2ccc(N3CCOCC3)cc2c1=O
-3	-23	-0.9	4	4	-12	1	9	0.5	CCCC(=O)N1c2ccccc2C(N(C(C)=O)c2ccccc2)CC1C (stereo not given)
-4	11	-1.5	3	-11	5	2	16	-0.1	O=[N+]([O-])c1ccc2c(c1)nnn2-c1ccccc1
3	3	-0.3	-6	-7	-6	-3	-1	-0.7	CCO[C@H]1OC(C(=O)NCc2nc3ccccc3[nH]2)=C[C@@H](c2ccccc2)[C@@H]1CCCO
-3	51*	-0.4	1	5	4	-8	-20	-0.5	Cc1ccc(Sc2ccc(CO)cc2[N+](=O)[O-])cc1
-1	5	-4.3	6	-3	7	0	10	-1.1	COc1cccc(-n2nnc3c(=O)n(CC(=O)N4CCC(C)CC4)cnc32)c1
3	5	-1.7	-3	-4	-5	1	9	-1.3	O=C(O)C1OC(Oc2cc3oc(-c4ccccc4)cc(=O)c3c(O)c2O)C(O)C(O)C1O (stereo not given)

Looked up one by one from above (three):
IDE inh	CRFBP-R2 block	IMP-1 inhibitor	IDE act	GalR3 antag	pCIP destab	HCV NS3 hel inh	UBC9 SUMO inh	VIM-2 inhibitor	structure
-3	-23	-0.9	4	4	-12	1	9	0.5	CCCC(=O)N1c2ccccc2C(N(C(C)=O)c2ccccc2)CC1C (stereo not given)
0	3	-0.1	2	.	-17	-1	8	-2.8	O=C(Nc1ccc(S(=O)(=O)NCCc2ccccc2)cc1)c1ccco1
4	2	.	4	-3	.	.	.	.	CC(C)COc1ccc(C(=O)OCC(=O)N(C)CC(=O)Nc2ccc(F)cc2)cc1
